PP1 counter: PP1-alpha phosphatase inhibitors, primary screen, counter-screen for PP5 inhibitor project, biochemical, fluorescence, OMFP substrate, single point. Serine/threonine-protein phosphatase PP1-alpha catalytic subunit (Homo sapiens), P62136. inhibition, % at 6.7 µM. 0.9% of 320,000 active. purified PP1alpha. AID 2235, 2010;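 active = inhibition above the mean inhibition of all tested compounds plus 3 SD, computed separately for each screening campaign, cut at about 15% in these data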
proCasp3 act: activators of human procaspase-3 D3A mutant, primary screen, biochemical, absorbance, PC-3 D3A mutant, single concentration. Caspase-3 (Homo sapiens), P42574. recombinant procaspase-3 D3A, Ac-DEVD-pNA absorbance 405 nm. activation, % at 8.5 µM. 0.11% of 330,000 active. AID 463141, 2010;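 active = activation above the mean of all tested compounds plus 3 SD, cut at about 21% in these data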;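 note: 0% = DMSO alone and 100% = DMSO wells spiked with extra 5 µM PC-3 D3A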
Target sequence (P42574 whole entry D9A/D28A/D175A): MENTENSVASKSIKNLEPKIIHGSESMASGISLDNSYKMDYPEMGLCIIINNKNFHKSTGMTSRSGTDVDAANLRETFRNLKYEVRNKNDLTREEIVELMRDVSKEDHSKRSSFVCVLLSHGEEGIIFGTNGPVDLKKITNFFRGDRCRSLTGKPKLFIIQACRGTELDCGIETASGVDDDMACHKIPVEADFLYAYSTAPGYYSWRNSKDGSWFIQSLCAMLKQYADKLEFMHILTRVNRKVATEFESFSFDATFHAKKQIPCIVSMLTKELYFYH
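material = Procaspase-3 D3A mutant | probe or stimulus = Ac-DEVD-pNA | compound = single dose, 8.5 µM nominal compound, 0.8% DMSO | timing = 1 h preincubation, 2 h reaction | measured by = 405 nm absorbance of p-nitroaniline, reads at 0 and 120 min | benchmarks = DMSO-only low control, 5 µM PC-3 D3A high control | repeats = singlicate, each compound tested once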
procasp7 counter: procaspase-7 activators, primary screen, counter-screen for procaspase-3 activator project, biochemical, absorbance, HTS, human; recombinant procaspase-7, Ac-DEVD-pNA absorbance 405 nm; D23A/D198A/D206A triple mutant, cannot self-cleave; scale: DMSO 0, 5 µM enzyme 100; activation, % at 8.5 µM; 0.093% of 330,000 active;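 active = percent activation above the screen-wide mean plus 3 SD, cut at about 25% in these data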
Target sequence (P55210 whole entry D23A/D198A/D206A): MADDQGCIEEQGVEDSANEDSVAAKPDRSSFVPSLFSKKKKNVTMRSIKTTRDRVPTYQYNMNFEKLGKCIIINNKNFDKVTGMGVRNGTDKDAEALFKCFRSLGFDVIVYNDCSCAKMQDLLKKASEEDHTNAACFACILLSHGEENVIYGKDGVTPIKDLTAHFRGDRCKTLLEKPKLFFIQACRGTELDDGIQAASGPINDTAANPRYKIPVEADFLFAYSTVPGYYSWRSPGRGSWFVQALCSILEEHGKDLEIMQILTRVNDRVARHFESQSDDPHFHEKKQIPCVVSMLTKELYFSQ
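Assay system – Uncleavable procaspase-7 mutant enzyme · Quantity – 2 µM procaspase-7 mutant as dispensed · Times – 1 h preincubation, 2 h reaction · Dosing – single nominal 8.5 µM compound dose, 0.8% DMSO final · Buffer or medium – Zinc-free 50 mM HEPES buffer, pH 7.4, with NaCl and Triton X-100 · Detection – Epi-absorbance of released pNA at 405 nm, two timepoints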
TPT1 inhibitor: Candida albicans TPT1 enzyme inhibitors, primary screen, biochemical, fluorescence polarization. tRNA 2'-phosphotransferase TPT1 (Candida albicans SC5314). recombinant caTPT1, FP RNA substrate dephosphorylation. inhibition, % at 5 µM. 0.81% of 300,000 active;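 active = inhibition above the mean of all tested compounds plus 3 SD, set per screening campaign, cut at about 24% in these data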;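 note: plate controls were DMSO alone for no effect and ferristatin control at 100 nM for full effect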
Efflux pump inh: inhibitors of Candida efflux pumps in yeast, primary screen, S. cerevisiae, Nile Red, multiplex; S. cerevisiae Candida pump triplex; inhibition, % at 10 µM; 0.44% of 330,000 active; AID 485275, 2010;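 active = plate passing quality check with inhibition over a set limit, or well fluorescence over plate mean plus 4 SD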;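 note: Nile Red retained in pooled yeast measured as flow cytometry median fluorescence; 0% = buffer negative control and 100% = Enniatin B positive control; higher means more Nile Red kept so more efflux inhibition; some compounds called inactive have numbers as strong as hits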
core dimer inh: inhibitors of HCV core protein dimerization, primary screen, biochemical, TR-FRET, high-throughput | TR-FRET GST/Flag-core106 dimerization, 1536-well | inhibition, % at 5 µM | 0.33% of 300,000 active | AID 1899, 2009;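 active = inhibition above the mean of all tested compounds plus 3 SD, set per screening campaign, cut at about 45% in these data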
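Material: GST/Flag-tagged HCV core106 proteins. Incubation: 4 h, 22.5 °C incubation. Read-out basis: inhibition (%) from 671 over 617 nm ratio. Measured by: TR-FRET, excitation 340 nm, emission 617 and 671 nm.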
PP5 primary: PP5 phosphatase inhibitors, primary screen, biochemical, fluorescence | Serine/threonine-protein phosphatase 5 (Homo sapiens), P53041 | purified PP5c, OMFP substrate fluorescence | inhibition, % at 6.7 µM | 0.18% of 320,000 active | AID 1987, 2009;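 active = inhibition above the campaign's mean inhibition across all tested compounds plus 3 SD, cut at about 9.5% in these data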;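 note: 0% = DMSO only and 100% = 100 µM cantharidin control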
Target sequence (P53041 whole entry, looked up): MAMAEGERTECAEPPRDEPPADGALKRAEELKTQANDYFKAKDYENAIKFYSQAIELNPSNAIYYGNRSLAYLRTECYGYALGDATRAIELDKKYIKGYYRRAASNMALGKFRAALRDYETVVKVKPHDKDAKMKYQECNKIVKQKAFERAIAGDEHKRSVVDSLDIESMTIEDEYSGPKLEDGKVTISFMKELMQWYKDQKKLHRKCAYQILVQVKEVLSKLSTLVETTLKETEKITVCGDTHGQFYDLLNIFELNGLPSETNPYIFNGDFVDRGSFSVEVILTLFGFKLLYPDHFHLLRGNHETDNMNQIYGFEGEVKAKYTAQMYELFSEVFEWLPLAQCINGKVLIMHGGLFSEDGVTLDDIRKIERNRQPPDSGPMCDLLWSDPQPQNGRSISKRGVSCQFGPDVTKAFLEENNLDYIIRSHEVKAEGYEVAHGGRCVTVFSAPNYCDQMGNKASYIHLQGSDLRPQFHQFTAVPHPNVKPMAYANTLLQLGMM
CTSL1 counter: Fasciola hepatica cathepsin L1 inhibitors, primary screen, counter-screen for PFM18AAP inhibitor project, biochemical, QFRET, fluorogenic peptide substrate | recombinant F. hepatica cathepsin L1, Z-Leu-Arg-MCA fluorescence | inhibition, % at 5.96 µM | 0.49% of 300,000 active | AID 1906, 2009;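 active = inhibition above the mean of all tested compounds plus 3 SD, set per screening campaign, cut at about 17% in these data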;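 note: 0% = plate median of test compound wells and 100% = 1 µM Z-Phe-Ala-diazomethylketone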
JMJD2C inh: inhibitors of GASC-1 histone demethylase, primary screen, biochemical, fluorescence, DELFIA europium. GST-JMJD2C(1-420) H3K9me3 demethylation. inhibition, % at 2.35 µM. 0.069% of 330,000 active. AID 2099, 2009;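 active = more than half of a compound's replicate wells show inhibition beyond 50%, single wells judged on their own value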;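 note: signal counts dimethyl H3K9 product captured on neutravidin plate; 0% = median of DMSO wells and 100% = 0.3 times that DMSO median; strong numbers were not always called active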
* hit, by the source's call; / = no result given; & = joins results of further samples.

SMILES	PP1 counter	proCasp3 act	procasp7 counter	TPT1 inhibitor	Efflux pump inh	core dimer inh	PP5 primary	CTSL1 counter	JMJD2C inh
CC(=O)c1ccc(N=C2SCCCN2C(=O)C2CCCC2)cc1	-7	8	7	2	0.0	-1	1.8	-2	-9
CCN1CCN(C(=O)c2cc3ccc(OC)cc3[nH]2)CC1	-1	-3	-10	2	-0.1	-19	-0.5	7	15
O=C(CCN1CCN(CCO)CC1)Nc1ccc(Br)cc1	-3	5	4	0	-0.1	2	-1.6	-3	6
COc1ccc(-c2ccc(-c3nnn(CC(C)=O)n3)cc2)cc1	3	2	5	4	0.1	-20	-0.9	1	-8
O=S(=O)(NCCCCCNS(=O)(=O)c1ccccc1)c1ccccc1	-2	-9	-5	2	0.1	-2	0.7	-3	-4&-2
CC(C(=O)NCc1cccs1)N1C(=O)c2ccccc2C1=O (configuration not stated)	-5	4	-2	-3	-0.1	-3	2.7	-2	47
COc1ccc2[nH]c(=O)c(CN(Cc3cccnc3)S(=O)(=O)c3ccccc3F)cc2c1	4	13	3	0	-0.1	-10	2.0	1	-2
Cc1cc(C)n2nc(C(=O)OCC(=O)N(C)Cc3ccccc3)nc2n1	-5	5	1	4	0.1	-3	1.0	-1	-6
O=C(c1ccc2c(c1)OCO2)C1CCCN(C(=O)Nc2ccc(F)cc2F)C1 (configuration not stated)	-2	4	2	-1	0.0	2	-0.1	2	-3
Cc1ccc(NC(=S)NCC(C)CSc2ccc(Cl)cc2)cc1 (configuration not stated)	4	7	-7	-1	0.0	0	0.1	-3	6
COc1ccc(C(=O)Oc2ccc(C(C)=O)cc2)c(OC)c1	2	-8	-4	0	0.1	-1	3.2	0	-6
O=C1C2C3C=CC(C4CC34)C2C(=O)N1CCCCN1CCN(c2ccc(F)cc2)CC1 (configuration not stated)	0	-7	5	2	0.1	-1	-0.9	3	-1
Cc1ccc(-n2c(C)c([N+](=O)[O-])c3ccc(O)c(CN(C)C)c32)cc1	5	3	11	-2	-0.1	3	2.0	3	-11
COc1cccc(CNC(=O)CCC2CCCN(C3CCOCC3)C2)c1 (configuration not stated)	1	0	10	-2	0.0	-1	1.2	1	-4
COc1ccc(NC(=S)NC(=NS(=O)(=O)c2ccc(Cl)cc2)c2ccccc2)cc1	/	3	-14	/	0.0	/	/	/	-6
O=C1CC[C@H](O)CCN1[C@H](CSc1ccc(Br)cc1)Cc1ccccc1	0	2	-5	/	0.2	/	1.0	/	-2
CCn1c(SCC(=O)N2CCCc3ccccc32)nnc1-c1ccco1	-4	-1	-1	1	0.0	-2	-0.4	2	4
CC(Oc1ccc2c3c(c(=O)oc2c1)CCC3)C(=O)NCc1ccccn1 (configuration not stated)	2	3	7	-3	0.1	-11	2.6	2	2
CC(=O)c1ccc(NC(=S)N2c3ccccc3CC2C)cc1 (configuration not stated)	7	-3	-12	-1	-0.1	4	0.4	-3	15
O=S(=O)(c1ccc(NC(=S)NCc2cccnc2)cc1)N1CCCCC1	-2	-2	-5	-1	0.0	5	-0.3	0	-17
COc1ccc(-n2c(SCC(=O)Nc3cc(C)on3)nc3c(c2=O)SCC3)cc1OC	-1	6	9	-3	0.1	-3	1.0	6	-16
CCCN(CCC)CCCNC(=O)CC1Nc2ccccc2NC1=O (configuration not stated)	-1	-2	2	11	-0.1	-4	0.2	-4	-2
Cc1ccc(CN(CC(=O)NC2CCCCC2)C(=O)c2csnn2)cc1	2	0	-3	4	-0.1	2	3.8	2	-1
O=S(=O)(NCCO)c1cccc2cccnc12	-1	4	-1	-2	-0.1	-1	-3.1	7	-5
COc1ccccc1/C=N/NC(=O)c1ccc(N(C)S(=O)(=O)c2ccccc2)cc1	-6	-2	-7	2	0.2	-8	2.9	-6	-8

Compounds listed so far that contain an NH in an aromatic ring, in the order listed:
SMILES	PP1 counter	proCasp3 act	procasp7 counter	TPT1 inhibitor	Efflux pump inh	core dimer inh	PP5 primary	CTSL1 counter	JMJD2C inh
CCN1CCN(C(=O)c2cc3ccc(OC)cc3[nH]2)CC1	-1	-3	-10	2	-0.1	-19	-0.5	7	15
COc1ccc2[nH]c(=O)c(CN(Cc3cccnc3)S(=O)(=O)c3ccccc3F)cc2c1	4	13	3	0	-0.1	-10	2.0	1	-2

Further structures
SMILES	PP1 counter	proCasp3 act	procasp7 counter	TPT1 inhibitor	Efflux pump inh	core dimer inh	PP5 primary	CTSL1 counter	JMJD2C inh
COc1ccc(C=Nc2cccnc2N)cc1	2	-8	-9	-7	0.1	-3	2.5	-4	5
O=[N+]([O-])c1ccc(-c2cn(-c3ccc(Cl)cc3)c(=S)[nH]2)cc1	-2	-3	3	1	-0.2	13	1.3	2	3
COc1ccc(C)cc1NC(=O)c1nn(C)c(C(=O)Nc2cc(C)ccc2OC)c1[N+](=O)[O-]	-1	-6	-1	2	0.0	1	2.8	0	-2
COc1ccc(-n2c(CN3CCN(c4ccccn4)CC3)nc3ccc([N+](=O)[O-])cc3c2=O)c(OC)c1	-1	8	10	0	-0.1	6	0.8	-1	1
O=C(Cn1cnc([N+](=O)[O-])n1)N/N=C/c1ccccc1O	0	-10	-3	-4	-0.1	0	-2.1	1	-5
Cc1cc(C(=O)NN=Cc2c(C)[nH]c3ccccc23)c(C)o1	/	3	11	/	0.0	/	/	/	-17
CCC(NC(=O)Cc1cccs1)c1ccccc1 (configuration not stated)	2	5	-14	0	-0.1	5	-2.6	4	-3
Cc1ccsc1-c1n[nH]c(=S)n1C1CCCCC1	-4	-23	-17	3	0.2	3	-0.2	0	16
COc1ccccc1/C=c1\sc2nc(-c3ccccc3OC)nn2c1=O	4	1	14	3	0.3	4	0.8	-2	-1
C/C(=N\Nc1nncc2ccccc12)c1ccc(OCC(=O)N(C)C)cc1	2	3	-1	-2	-0.1	-20	3.4	3	5
Cc1ccc(CNC(=O)CCS(=O)(=O)c2ccc3c(c2)NC(=O)CS3)cc1	-2	3	-5	2	0.1	6	1.0	-2	-4
COc1cccc(NC(=O)Cn2cc(C=O)c3ccccc32)c1	4	-1	-1	-5	0.0	-10	0.5	2	7
Cc1ccccc1NS(=O)(=O)CCCCC(Cl)(Cl)Cl	-4	3	6	3	-0.1	5	1.1	2	0
COc1cccc(N2CC(NS(=O)(=O)c3ccc4ccccc4c3)CC2=O)c1 (configuration not stated)	-3	-4	15	1	0.0	2	-0.1	2	-7
CN1CCN(c2nc3c(c(=O)n(C)c(=O)n3C)n2Cc2ccccc2F)CC1	3	4	-15	5	0.1	0	0.7	-1	-1
Cc1cc(C)nc(NC(=O)c2ccc(Cl)cc2Cl)n1	-2	9	11	-1	0.0	3	0.9	-2	-2
COc1ccc(OC)c(-c2cc(C(=O)Nc3cccc(Cl)c3)no2)c1	-4	1	3	-1	-0.1	0	-0.4	2	-10
CCOC(=O)C(C)On1c(-n2nc(C)cc2C)nc2ccccc2c1=O (configuration not stated)	-2	0	-3	-1	0.1	0	0.2	4	1
O=C(CCc1ccc(S(=O)(=O)N2CCOCC2)cc1)Nc1ccc(F)c(F)c1F	/	-3	14	/	-0.1	/	/	/	4
Cc1cc(C)c2ccc(C(=O)O)nc2c1O	1	4	-11	-1	-0.2	1	-0.5	-1	3
CSc1ccccc1NC(=O)COC(=O)Cc1ccsc1	/	8	4	/	0.0	/	/	/	3
COc1cc(NC(=S)NCc2cccnc2)c(OC)cc1Cl	-4	-7	11	1	0.0	2	3.9	0	-14
O=C(C1CC(=O)N(c2ccc3c(c2)OCCO3)C1)N1CCCC(C(F)(F)F)C1 (configuration not stated)	-4	9	12	0	0.0	0	0.0	0	5
Cc1ccccc1CC(=O)NCc1cccnc1	1	-5	-3	-5	-0.1	4	-2.3	1	3
Nc1cc(Cl)ccc1C(=O)OCC(=O)NC1CCS(=O)(=O)C1 (configuration not stated)	-8	15	1	-3	-0.1	2	-3.1	0	7

Next part.
SMILES	PP1 counter	proCasp3 act	procasp7 counter	TPT1 inhibitor	Efflux pump inh	core dimer inh	PP5 primary	CTSL1 counter	JMJD2C inh
O=C(CN1CCN(c2ccccc2Cl)CC1)NC1CCCc2ccccc21 (configuration not stated)	4	5	-1	0	0.8	8	1.5	0	-3
COc1ccccc1C(=O)O/N=C1/CCCc2c1ccc(OC)c2[N+](=O)[O-]	0	1	-1	-2	0.3	7	1.2	-2	-10
CCC(=O)Oc1ccc(C(CC)C(CC)c2ccc(OC(=O)CC)cc2)cc1 (configuration not stated)	-2	-4	-14	1	-0.1	-3	2.5	-5	-14
COc1cccc(-n2c(SCC(=O)c3c[nH]c4ccccc34)nc3ccccc3c2=O)c1	5	-3	0	2	0.0	1	0.7	2	6
COc1cc(OC)cc(C(=O)N2c3ccc(F)cc3CCC2C)c1 (configuration not stated)	-5	-4	0	0	0.3	10	2.8	-4	1
CNC(=O)N(O)C1N(C)C(=O)N(CC(=O)OC)C1(C)C (configuration not stated)	3	-5	0	-1	-0.2	4	-0.5	-3	8
CCCC1Cc2c(sc3nc(SC)nc(N)c23)CO1 (configuration not stated)	-5	7	-1	-2	-0.1	5	1.0	-2	2
COc1ccccc1CC1(C)NC(=O)N(CC(=O)N2CCc3ccccc3C2)C1=O (configuration not stated)	4	5	7	-1	0.1	4	-0.9	-1	-2
O=C(/C=N/O)Nc1cccnc1	3	8	4	-2	-0.3	-2	0.8	-3	5
O=C(NCC1CCCO1)c1ccc2c(c1)N(Cc1ccccc1)C(=O)CS2 (configuration not stated)	10	-1	7	-3	-0.1	-5	1.0	-2	-1
CC(=O)N1CCN(C(=O)CCc2cc(C(C)(C)C)c(O)c(C(C)(C)C)c2)CC1	-2	-8	8	3	0.1	-13	1.0	-1	6
COC(=O)N/N=C\c1cccc(OC(=O)c2cccs2)c1	-2	7	7	-5	0.0	0	3.5	-5	4
COc1ccc(CC(=O)NC(C)c2ccc3ccccc3c2)cc1 (configuration not stated)	0	4	1	-1	0.2	4	1.9	0	-3
CCCN(CCC)C(=O)CSc1nc2n[nH]c(C)c2c(=N)n1-c1ccc(OCC)cc1	4	1	-5	-4	0.2	13	5.3	7	-6
CCCSc1nc2c(cnn2-c2ccc(F)cc2)c(=O)[nH]1	0	-3	-9	0	-0.2	8	0.4	-1	5

High-throughput results as filed in PubChem BioAssay.

This is a random part of the collection, and some 2.9% of all compounds hit somewhere here.
